Screening data (PubChem BioAssay)
bIAP inh: blocks bovine intestinal alkaline phosphatase activity. purified bovine IAP, CDP-star luminescence, 30 min. inhibition, % at 20 µM. 190,000 tested, under 10 active. AID 1019;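 active means over 50% inhibition of intestinal alkaline phosphatase at 20 µM in the single-dose screen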
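Assay system – bovine IAP enzyme · Quantity – bovine IAP at 1/65,000,000 final dilution · Detection – CDP-star luminescence signal · Times – 30 min reaction at room temperature · Also added – CDP-star substrate at 30 µM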
TNAP inh hi DEA: blocks human TNAP under high phosphate acceptor concentration; P05186; purified TNAP, CDP-star luminescence, 1 M DEA; inhibition, % at 20 µM; 200,000 compounds, 0.03% hits;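 active means over 50% inhibition of tissue-nonspecific alkaline phosphatase at 20 µM in the single-dose screen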;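 further: plate controls were DMSO wells for no effect and EDTA-quenched wells as full inhibition for full effect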
Target sequence (P05186 whole entry, looked up): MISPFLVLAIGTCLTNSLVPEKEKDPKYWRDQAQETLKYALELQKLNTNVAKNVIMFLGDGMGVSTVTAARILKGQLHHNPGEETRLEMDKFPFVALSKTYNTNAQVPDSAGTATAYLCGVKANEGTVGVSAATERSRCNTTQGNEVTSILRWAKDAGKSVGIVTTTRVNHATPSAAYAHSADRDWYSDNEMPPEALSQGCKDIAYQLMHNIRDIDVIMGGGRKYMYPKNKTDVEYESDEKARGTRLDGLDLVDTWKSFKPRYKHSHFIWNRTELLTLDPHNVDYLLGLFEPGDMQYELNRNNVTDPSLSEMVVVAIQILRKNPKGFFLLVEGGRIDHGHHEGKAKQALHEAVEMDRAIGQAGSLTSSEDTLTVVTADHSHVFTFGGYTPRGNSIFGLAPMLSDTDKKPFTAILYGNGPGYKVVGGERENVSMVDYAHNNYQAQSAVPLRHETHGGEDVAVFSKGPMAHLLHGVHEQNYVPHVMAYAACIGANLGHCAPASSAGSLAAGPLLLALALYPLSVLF
TNAP act hiacc: TNAP (human) activation, high acceptor; activation factor at 20 µM; purified TNAP, CDP-star luminescence, 1 M DEA, 30 min; active compounds read high; 0 = EDTA background, 1 = DMSO-only activity; P05186; 200,000 tested, under 10 active;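 active means activation factor at least 2 at 20 µM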
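Test system – human TNAP · Doses – 20 µM single point · Incubation – 30 min, room temperature · Signal – luminescent substrate turnover signal · Read-out basis – activation factor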
TNAP inh noacc: TNAP (human) inhibition, acceptor-free conditions; 200,000 compounds, 0.26% hits; P05186; purified TNAP, CDP-star luminescence, 30 min; inhibition, % at 20 µM;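 active means tissue-nonspecific alkaline phosphatase inhibition above about 50% at 20 µM in the single-dose screen, limit read from the data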;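 further: 0% = DMSO negative control and 100% = EDTA positive control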
PPARg SRC-1 ag: PPARgamma-driven SRC-1 recruitment agonism | P37231 | PPARgamma-SRC-1 coactivator recruitment biochemical assay | activation, % at 8 µM | 200,000 compounds, 0.41% hits; in the data active means activation above about 19%;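 further: 0% = DMSO and 100% = reference agonist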
Target sequence (P37231 whole entry, looked up): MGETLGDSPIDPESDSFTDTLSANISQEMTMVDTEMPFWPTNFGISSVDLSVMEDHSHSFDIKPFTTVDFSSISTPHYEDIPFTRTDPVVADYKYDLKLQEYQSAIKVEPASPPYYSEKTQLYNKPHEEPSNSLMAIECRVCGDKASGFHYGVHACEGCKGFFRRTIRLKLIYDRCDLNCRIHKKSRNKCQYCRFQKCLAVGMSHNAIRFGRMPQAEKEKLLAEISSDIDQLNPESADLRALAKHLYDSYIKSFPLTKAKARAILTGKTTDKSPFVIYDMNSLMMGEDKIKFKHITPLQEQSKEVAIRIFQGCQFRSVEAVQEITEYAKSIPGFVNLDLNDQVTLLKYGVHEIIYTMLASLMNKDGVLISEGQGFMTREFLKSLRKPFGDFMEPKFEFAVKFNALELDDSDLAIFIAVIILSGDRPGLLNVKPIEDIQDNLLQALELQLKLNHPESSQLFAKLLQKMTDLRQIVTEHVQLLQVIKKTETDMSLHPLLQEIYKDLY
PPARg SRC-3 ag: agonists of human PPARgamma SRC-3 coactivator recruitment; AID 731; P37231; 200,000 compounds, 0.26% hits; activation, % at 8 µM; biochemical PPARgamma/SRC-3 coactivator recruitment assay; in the data active means activation above about 23%;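 further: 0% = DMSO and 100% = reference agonist; some compounds past the cut are filed as inactive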
TR-FRET SRC-2 ct: TR-FRET artefact, counter-screen to PPARgamma/SRC-2 agonist assay; AID 1049; TR-FRET ratio at 8 µM; 200,000 compounds, 0.4% hits; active compounds read high; in the data active means TR-FRET ratio above about 2000; further: inactives centre near 1500; reference of the scale not given here
bIAP activator: intestinal alkaline phosphatase (bovine) activation; purified bovine IAP, CDP-star luminescence, 30 min; active compounds read high; fold of DMSO-control signal, blank-subtracted; AID 1016; 200,000 compounds, 0.17% hits; activation factor at 20 µM;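 active means activation factor of 2 or more at 20 µM, a signal rise over negative controls twice the positive control's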
Efa HMGR inh: inhibitors of class II HMG-CoA reductase from Enterococcus faecalis. purified E. faecalis HMGR, NADPH absorbance 340 nm kinetic. inhibition, % at 10 µM. 190,000 compounds, 0.41% hits. AID 1066;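 active means inhibition above a set limit, the median over all tested compounds plus 3 SD, cut at about 9.5% in these data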;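 further: enzyme runs in reverse so mevalonate oxidation gives rising NADPH absorbance; 0% = complete reaction with DMSO and 100% = background rate lacking mevalonate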
PPARg SRC-2 ag: promotes SRC-2 coactivator recruitment by human PPARgamma; P37231; PPARgamma LBD-SRC-2 recruitment, biochemical; activation, % at 8 µM; 200,000 compounds, 0.34% hits; in the data active means activation above about 22%;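 further: 0% = vehicle and 100% = reference agonist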
* hit, by the source's call; . = no result given.

A first look (2 entries):
SMILES	bIAP inh	TNAP inh hi DEA	TNAP act hiacc	TNAP inh noacc	PPARg SRC-1 ag	PPARg SRC-3 ag	TR-FRET SRC-2 ct	bIAP activator	Efa HMGR inh	PPARg SRC-2 ag
CC(=O)c1nc(N2C(=O)CC(Cc3cccc(C)c3)C2=O)sc1C (stereo not drawn)	-17.5	-2.0	1	-6.1	19.6*	19.5	1783	1.2	-4.8	10.0
Cc1ccc(N2C(=O)C(Cc3ccccc3)NC2=S)cc1 (stereo not drawn)	11.3	-2.3	1	0.3	-0.6	4.8	1502	0.9	-2.5	-3.6

The listing, repeating the preview:
SMILES	bIAP inh	TNAP inh hi DEA	TNAP act hiacc	TNAP inh noacc	PPARg SRC-1 ag	PPARg SRC-3 ag	TR-FRET SRC-2 ct	bIAP activator	Efa HMGR inh	PPARg SRC-2 ag
CC(=O)c1nc(N2C(=O)CC(Cc3cccc(C)c3)C2=O)sc1C (stereo not drawn)	-17.5	-2.0	1	-6.1	19.6*	19.5	1783	1.2	-4.8	10.0
Cc1ccc(N2C(=O)C(Cc3ccccc3)NC2=S)cc1 (stereo not drawn)	11.3	-2.3	1	0.3	-0.6	4.8	1502	0.9	-2.5	-3.6
Cc1ccccc1OCC(=O)NNC(=O)CCc1ccccc1	-19.4	-6.2	1.1	-69.3	1.4	0.3	1516	1.2	-3.0	-5.8
O=C(CSc1nnc(-c2cccnc2)n1Cc1ccco1)N1c2ccccc2Sc2ccccc21	-6.7	-0.2	1	-2.8	1.4	4.8	1636	1.1	-4.4	2.0
COc1ccc(CCC(=O)Nc2ccc(Br)cn2)cc1	17.5	-6.8	1.1	-11.2	0.8	1.1	1557	0.8	-6.2	-0.7
C[C@H](NC(=O)Nc1ccc2c(c1)OCCO2)C(=O)O	8.7	-7.6	1.1	-15.6	5.4	4.6	1649	0.9	-1.0	12.0
CCN=C1SC(CC(=O)NC2CCCCC2)C(=O)N1CC (stereo not drawn)	12.5	-1.0	1	-9.4	-2.9	-6.6	1541	0.9	-5.5	-6.5
CC(C)CC(=O)N1CCN(c2ccc([N+](=O)[O-])c(NCc3ccccc3)c2)CC1	.	.	.	.	9.3	4.0	1478	.	.	1.5
COc1ccc(Cl)cc1Nc1ncnc2sc(C)c(S(=O)(=O)N3CCC(C)CC3)c12	5.1	1.3	1	-1.5	-8.8	0.1	1481	0.9	-3.1	5.3
COC(=O)c1cc2c(ccn2-c2ccc(F)cc2)n1Cc1cccc(OC)c1	-8.9	-0.4	1	-12.3	5.9	-0.1	1441	1.1	-5.3	-8.8
COC(=O)c1nc(NC(=O)C(C)(C)C)n[nH]1	6.2	0.4	1	-10.7	0.0	-0.4	1712	0.9	0.5	4.3
CC(C)(C)OC(=O)N1CCC[C@H]1C(=O)NCc1ccc(Cl)cc1Cl	-15.7	-2.1	1	-7.1	13.7	0.4	1587	1.2	-9.0	0.9
CC(C)NC(=S)N1CCC(Cc2ccccc2)CC1	10.3	-3.9	1	-5.1	5.9	5.4	1601	0.9	-1.6	-0.1
Cc1ccc(Cl)cc1Nc1nc(-c2sc(NC(=O)c3cccc(Cl)c3)nc2C)cs1	7.8	-3.6	1	-7.6	5.0	7.9	1661	0.9	-9.4	12.1
COc1ccc2c(c1)c(C(=O)CN1CCN(C(=O)c3ccco3)CC1)c(C)n2C	-8.1	-8.0	1.1	-14.9	5.8	5.7	1404	1.1	0.6	3.1
O=C(c1ccc(-c2nc3ccccc3s2)s1)N1CCOCC1	4.4	-1.4	1	-5.2	-2.8	-3.0	1543	1	-1.5	3.3
Cc1ccc2c(c1)c(C)c(C)n2CC(O)CN1CCCCC1C (stereo not drawn)	-6.5	-4.3	1	5.7	0.7	1.7	1755	1.1	0.4	-1.3
COC(=O)c1[nH]c2ccc(Br)cc2c1NC(=O)CN1CCCc2ccccc21	3.1	-3.2	1	-0.3	31.5*	50.3*	2282*	1	-3.1	42.5*
CCC(CC)C(=O)Nc1cccc(C(=O)N2CCCC2)c1	4.0	2.9	1	-3.2	7.4	8.9	1630	1	-3.1	5.8
COc1ccc(C(=O)/C=C/c2ccc(OC)c(COc3ccc(F)cc3)c2)cc1	14.6	-4.8	1	-4.1	6.5	-7.5	1625	0.9	-8.9	5.3
Cc1ccc(OCCCCN2CCCCC2)c(Br)c1	35.6	-6.2	1.1	-15.0	-5.7	-4.4	1404	0.6	-6.3	-6.8
CC1=C(C(=O)Nc2ccccc2C)C(c2cccs2)NC(=S)N1 (stereo not drawn)	13.4	2.2	1	-12.9	9.1	1.0	1697	0.9	-6.3	5.5
O=C(COC(=O)c1cc(-c2ccccc2)nc2ccccc12)NCC1CCCO1 (stereo not drawn)	3.0	-7.2	1.1	-6.0	8.9	5.4	1803	1	-7.1	12.4
Cc1ccccc1-n1c(SCc2ccccn2)nc2n[nH]c(C)c2c1=N	-31.7	-6.1	1.1	-19.2	0.1	0.3	1404	1.3	-10.6	-5.8
COc1ccc(C(=O)/C=C/c2ccc(OC)c(Cn3nnc4ccccc43)c2)cc1	11.7	-1.2	1	-6.2	-7.3	-3.3	1502	0.9	-2.2	-1.4
COc1ccc(/C(O)=C2\C(=O)C(=O)N(c3cc(C)on3)C2c2ccc(OC)c(OC)c2)cc1OC (stereo not drawn)	-7.7	1.1	1	-6.0	7.6	-4.2	1427	1.1	-8.3	5.5
Cc1nonc1NC(=O)CSc1nnc(-c2ccoc2C)n1C	7.2	-7.8	1.1	-1.1	-4.0	-6.6	1367	0.9	-0.1	2.1
O=C1C2CC=CCC2C(=O)N1c1nc2n(n1)C(c1ccccc1)CC(c1ccccc1)N2 (stereo not drawn)	13.8	-6.0	1.1	-10.5	9.7	-13.3	1576	0.9	-1.8	-3.4
CCOC(=O)c1ccc(N=Cc2nc3ccccc3n2C)cc1	7.9	-8.6	1.1	8.6	6.3	1.1	1499	0.9	3.2	8.0
COc1cccc(NC(=O)Nc2cc(C)ccc2OC)c1	1.7	-3.4	1	-4.1	-0.4	-3.6	1447	1	-3.8	-7.6
CC(C)(C)n1nc(-c2ccc(Cl)cc2)c2c(N)ncnc21	0.6	-4.4	1	2.0	0.0	1.0	1622	1	1.8	6.2
CCCCCn1c(N)c(-c2nc3ccccc3o2)c2c([N+](=O)[O-])nn(CC)c(=O)c21	-44.8	4.9	1	-12.0	1.6	2.0	1576	1.4	-3.1	2.3
O=C(OC1CCCCC1=O)c1cc(Cl)ccc1[N+](=O)[O-] (stereo not drawn)	0.5	-4.3	1	-11.1	1.3	2.7	1549	1	-3.6	8.3
O=S(=O)(c1ccc(NC(=S)NN=C(Cc2ccccc2)Cc2ccccc2)cc1)N1CCOCC1	-6.1	-4.7	1	-11.0	1.6	-0.2	1550	1.1	1.7	3.8
CCC(CC)C(=O)Nc1cccc(C(=O)Nc2nccs2)c1	4.1	-2.9	1	-12.0	12.5	5.0	1603	1	-0.7	6.7
O=C1c2cccc3cccc(c23)C(=O)N1CCN1CCN(C(=S)Nc2ccccc2)CC1	10.9	0.0	1	7.2	-6.7	-1.1	1380	0.9	-0.2	-17.5
COc1cccc(C(=O)N2CCN(S(C)(=O)=O)CC2)c1	1.9	1.2	1	0.9	13.6	11.1	1569	1	0.5	2.3
CCn1c(SCC(=O)NCC2CCCO2)nnc1-c1c[nH]c2ccccc12 (stereo not drawn)	6.5	-2.9	1	-11.8	-1.0	0.4	1389	0.9	1.1	3.2
O=C(C1CC(c2ccc(F)cc2)=NO1)N1CCCCC1 (stereo not drawn)	7.1	-0.8	1	-9.8	6.0	5.5	1674	0.9	-5.0	4.0
Cc1ccc(-n2nc(C)cc2Nc2ncc(Cl)cc2Cl)cc1	1.8	-1.5	1	-4.6	2.7	5.7	1508	1	0.3	2.4
CN1CCN(Cc2ccc(-c3ccc(Cl)cc3)o2)CC1	-2.3	-3.2	1	-8.2	-5.9	-3.0	1520	1	2.7	-12.3
CCS(=O)(=O)N1CCN(S(=O)(=O)c2ccccc2)CC1	10.9	-4.7	1	-7.5	6.1	6.9	1579	0.9	-1.6	7.8
COc1cc(S(=O)(=O)NCCCN2CCOCC2)ccc1-n1cnnn1	0.0	-2.6	1	-16.4	-4.2	7.5	1740	1	-3.9	4.0
COC(=O)C1=C(C)N=C2SCCC(=O)N2C1c1ccc(OC(=O)c2ccco2)cc1 (stereo not drawn)	16.6	-2.8	1	-1.5	3.8	6.0	1481	0.8	-5.1	-2.5
Cc1ccccc1-n1nc2c(c1NC(=O)c1cccc(F)c1)CS(=O)C2 (stereo not drawn)	1.6	-7.2	1.1	-16.5	5.1	2.9	1577	1	-0.9	5.3
COC(=O)c1ccc(OC(=O)c2ccccc2F)cc1	.	6.5	0.9	-60.9	3.0	3.9	1626	0.5	-5.9	7.7
COc1ccc(N2CCN(c3cc(C)c4ccccc4n3)CC2)cc1	1.1	-2.1	1	-3.9	1.2	1.4	1476	1	-0.4	-0.3
Cc1ccc(NC(=O)c2ccc3c(c2)nnn3C)cc1	6.6	-6.5	1.1	-10.1	5.7	0.1	1522	0.9	0.5	10.0
C#CCOC(=O)CCC(=O)NCCc1ccccc1	8.3	-0.3	1	-12.4	11.1	2.7	1711	0.9	-2.0	0.7
NCCCCCc1nnc(SCc2ccc(Cl)c(Cl)c2)o1	-0.3	-5.3	1.1	-3.6	1.6	7.3	1610	1	-5.0	8.8
O=C(NC(=S)NNS(=O)(=O)c1ccccc1)c1cccnc1	-21.9	-0.8	1	1.5	-0.9	3.9	1756	1.2	-1.0	3.8
O=C(CSc1nc(-c2ccccc2)c(-c2ccccc2)[nH]1)NCc1ccco1	21.1	-4.9	1	7.8	8.0	11.3	1665	0.8	-7.0	20.3
Cc1occc1-c1nnc(SCC(=O)N2CCCCC2)o1	1.0	-3.8	1	-12.9	6.3	6.2	1546	1	13.4*	6.8
COc1ccc2nc(NC(=O)Cc3ccc(OC)c(S(=O)(=O)N4CCOCC4)c3)sc2c1	2.0	-9.0	1.1	-19.4	8.4	15.3	1547	1	-1.8	4.8
Cc1c(NC2=CC(=O)CCC2)c(=O)n(-c2ccccc2)n1C	1.2	-4.4	1	-7.2	-6.8	-1.5	1616	1	-7.5	-9.9
CCc1ccccc1OCC(=O)OCC(=O)N1CC(=O)Nc2ccccc21	-5.3	-5.2	1.1	-7.1	8.5	5.3	1685	1.1	-0.6	-1.7
Fc1ccc(CN2CCCN(Cc3nc(-c4ccc5c(c4)OCO5)no3)CC2)cc1	5.2	-10.4	1.1	-13.4	-2.8	0.5	1456	0.9	-2.1	-9.5

4 compounds drawn at random from the list so far:
SMILES	bIAP inh	TNAP inh hi DEA	TNAP act hiacc	TNAP inh noacc	PPARg SRC-1 ag	PPARg SRC-3 ag	TR-FRET SRC-2 ct	bIAP activator	Efa HMGR inh	PPARg SRC-2 ag
COc1ccc(CCC(=O)Nc2ccc(Br)cn2)cc1	17.5	-6.8	1.1	-11.2	0.8	1.1	1557	0.8	-6.2	-0.7
CCc1ccccc1OCC(=O)OCC(=O)N1CC(=O)Nc2ccccc21	-5.3	-5.2	1.1	-7.1	8.5	5.3	1685	1.1	-0.6	-1.7
COc1ccc(C(=O)/C=C/c2ccc(OC)c(Cn3nnc4ccccc43)c2)cc1	11.7	-1.2	1	-6.2	-7.3	-3.3	1502	0.9	-2.2	-1.4
O=C(NC(=S)NNS(=O)(=O)c1ccccc1)c1cccnc1	-21.9	-0.8	1	1.5	-0.9	3.9	1756	1.2	-1.0	3.8

Compounds were not picked by outcome (roughly 1.6% active in at least one column).
